# TRPC6 inh: inhibitors of mouse TRPC6 channel | Q61143 | AID 2553 | B-score at 10 µM | HEK293-TRPC6, membrane potential dye, ACh-evoked depolarization; stronger effect = lower value | 310,000 tested, 1.1% active;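 active = B-score under library mean minus 3 SD, initial fluorescence not abnormally high, positive integrated signal ratio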;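 note: B-score derived from integrated fluorescence ratio over the kinetic read; more negative B-score means stronger inhibition of depolarization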
# Target sequence (Q61143 whole entry, looked up): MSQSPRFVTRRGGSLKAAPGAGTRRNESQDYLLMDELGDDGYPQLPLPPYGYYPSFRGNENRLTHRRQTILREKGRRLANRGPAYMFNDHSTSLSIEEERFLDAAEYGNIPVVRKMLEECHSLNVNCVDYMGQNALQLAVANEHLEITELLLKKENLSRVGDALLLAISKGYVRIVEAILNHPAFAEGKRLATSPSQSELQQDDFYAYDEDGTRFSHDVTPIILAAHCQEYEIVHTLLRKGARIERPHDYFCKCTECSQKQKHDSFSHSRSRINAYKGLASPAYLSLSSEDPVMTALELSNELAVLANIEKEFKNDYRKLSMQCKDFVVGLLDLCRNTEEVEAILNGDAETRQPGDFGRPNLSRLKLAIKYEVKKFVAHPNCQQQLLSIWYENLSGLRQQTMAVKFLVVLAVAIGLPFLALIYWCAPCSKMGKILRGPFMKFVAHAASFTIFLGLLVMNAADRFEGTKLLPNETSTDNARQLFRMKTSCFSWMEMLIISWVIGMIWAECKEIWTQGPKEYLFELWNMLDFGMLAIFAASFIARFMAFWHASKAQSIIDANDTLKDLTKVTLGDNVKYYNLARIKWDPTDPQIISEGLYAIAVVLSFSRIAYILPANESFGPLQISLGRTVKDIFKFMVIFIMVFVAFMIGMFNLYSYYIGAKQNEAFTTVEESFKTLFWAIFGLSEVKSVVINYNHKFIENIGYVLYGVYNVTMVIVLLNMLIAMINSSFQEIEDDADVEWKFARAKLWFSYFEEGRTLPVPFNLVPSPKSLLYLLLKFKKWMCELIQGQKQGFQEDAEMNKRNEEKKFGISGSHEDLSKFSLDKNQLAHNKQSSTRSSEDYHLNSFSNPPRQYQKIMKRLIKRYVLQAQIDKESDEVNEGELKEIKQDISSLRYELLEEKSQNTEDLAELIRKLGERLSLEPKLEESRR
# TRPC6 activator: activators of mouse TRPC6 channel; Q61143; HEK293-TRPC6 membrane potential dye fluorescence; stronger effect = higher value; B-score at 10 µM; 310,000 tested, 0.13% active; AID 2550;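 active = B-score of the integrated fluorescence ratio above library mean plus 3 SD, and starting fluorescence ratio within library mean plus 5 SD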;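 note: higher score means more depolarization so channel activation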
# TRPC4 block: inhibitors of mouse TRPC4 channel. HEK293 TRPC4beta/mu-opioid, DAMGO-evoked Fluo4 calcium flux; stronger effect = lower value. B-score at 10 µM. 300,000 tested, 0.39% active. AID 2247;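 active = B-score over 3 SD under the library average, no early fluorescence shift, positive overall ratio signal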
#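 Test system – stable TRPC4beta/mu-opioid receptor HEK293 cells · Probe or stimulus – DAMGO, a submaximal dose followed by a maximal one · Dosing – one concentration per compound · Signal – Fluo4 calcium fluorescence by kinetic imaging, 5 s 1 Hz baseline · Evaluation – per-well B score of integrated baseline-normalized Fluo4 ratio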
# HIF act: HIF pathway transcriptional activation. U2OS HRE-luciferase reporter, luminescence; normalized: DMSO 0%, desferrioxamine 100%. activation, % at 7.5 µM (by protocol). 300,000 tested, 0.32% active;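 active = mean activation of at least 10% of the iron chelator positive control signal, with at least half of replicates also reaching 10%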
# IEC-6 tox: IEC-6 cytotoxicity, counter-screen for KLF5 inhibitors. luminescence viability. inhibition, % at 5 µM. 290,000 tested, 0.78% active; in the data active = inhibition above about 22%;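 note: 0% = plate median of test compound wells and 100% = cytotoxic reference compound wells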
# SKKanGAS inh: SKKanGAS growth inhibition; 300,000 tested, 1.3% active; S. pyogenes SKKanGAS, kanamycin growth, BacTiter-Glo, 6 h; inhibition, % at 7.5 µM;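 active = mean replicate score, as percent of positive control median, at least 50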;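 note: strain carries kanamycin resistance gene driven by streptokinase promoter and grows in 40 µg/ml kanamycin; loss of luminescence reflects streptokinase promoter inhibition or plain growth inhibition; 0% = median of DMSO wells and 100% = positive control at its reference dose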
# TRPC4 act: activators of mouse TRPC4 channel | HEK293 TRPC4beta/mu-opioid, Fluo4 calcium fluorescence; stronger effect = higher value | B-score at 10 µM | 310,000 tested, 0.49% active | AID 2237;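 active = B-score above 5 SD of library B-scores, and initial fluorescence ratio not above library mean plus 5 SD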;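 note: positive B-score marks a calcium rise read as TRPC4 activation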
#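 System: HEK293 cells stably co-expressing mouse TRPC4beta and mu-opioid receptor; Schedule: Fluo4 dye loading 45 min at room temperature, 110 s recording; Detection: Fluo4 fluorescence, kinetic; Evaluation: B-scored integrated calcium fluorescence ratio; Controls: buffer (low) and maximal DAMGO (high).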
# KLF5 inhibitor: suppresses KLF5 promoter-driven expression; inhibition, % at 5 µM; DLD-1 KLF5 promoter-luciferase reporter, luminescence; AID 1700; 290,000 tested, 0.23% active;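 active = inhibition above a per-plate limit of that plate's mean compound inhibition plus 3 SD, cut at about 60% in these data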;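 note: 0% = DMSO wells and 100% = LY294002 at 200 µM; higher means less KLF5 promoter-driven luciferase light; inactives centre near -14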
# MrgX1 antagonist: blocks BAM8-22 activation of human MrgX1 receptor | B-score at 10 µM | Q96LB2 | MRGX1-HEK293 calcium flux, Fluo-4, BAM8-22 antagonism; stronger effect = lower value | 310,000 tested, 1.3% active;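 active = calcium-response B-score plate-corrected more than 3 library SD below zero, starting fluorescence within 5 deviations, no agonist response on first addition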;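 note: peak minus trough fluorescence over baseline after final BAM8-22 challenge near maximal dose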
# aSyn UTR inh: 5' untranslated region of α-synuclein, MLPCN primary screen | 300,000 tested, 0.82% active | alpha-synuclein 5'UTR reporter, inhibitor activity | AID 1813 | inhibition, % (tested at 7.5 µM); in the data active = inhibition above about 60%;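 note: H4 neuroglioblastoma cells stably carrying SNCA 5'UTR luciferase fusion; 0% = DMSO wells and 100% = positive control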
# TRPC4 PAM: allosterically enhances the mouse TRPC4 cation channel; Q9QUQ5; HEK293 TRPC4beta/mu-opioid, DAMGO EC20, Fluo-4 Ca2+ flux; stronger effect = higher value; B-score at 10 µM; 310,000 tested, 0.42% active; AID 2227;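 active = B-score of calcium response area above 5 SD of library B-scores, with initial fluorescence ratio within 5 SD of library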;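 note: B-score of integrated fluorescence ratio over time as area under calcium response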
# An asterisk follows results filed as active; i = inactive; x = not tested or not shown.
# The opening 2 compounds (preview)
SMILES,TRPC6 inh,TRPC6 activator,TRPC4 block,HIF act,IEC-6 tox,SKKanGAS inh,TRPC4 act,KLF5 inhibitor,MrgX1 antagonist,aSyn UTR inh,TRPC4 PAM
O=[N+]([O-])c1ccccc1/C=C/CN1CCSCC1,i,i,i,1.4,-5.4,2.7,i,-31.1,i,-8.5,i
CC(=O)c1c(C)[nH]c(C(=O)OCCOc2ccccc2)c1C,i,i,i,-5.1,7.1,-6.6,i,-62.6,i,66.8*,i

# Main list (from the top)
SMILES,TRPC6 inh,TRPC6 activator,TRPC4 block,HIF act,IEC-6 tox,SKKanGAS inh,TRPC4 act,KLF5 inhibitor,MrgX1 antagonist,aSyn UTR inh,TRPC4 PAM
O=[N+]([O-])c1ccccc1/C=C/CN1CCSCC1,i,i,i,1.4,-5.4,2.7,i,-31.1,i,-8.5,i
CC(=O)c1c(C)[nH]c(C(=O)OCCOc2ccccc2)c1C,i,i,i,-5.1,7.1,-6.6,i,-62.6,i,66.8*,i
COc1ccc(Cl)cc1C(=O)OCC(=O)NC(=O)c1cccn1C,i,i,i,0.2,-3.2,-5.1,i,-28.8,i,-11.8,i
CCCCCn1c(C(Cc2ccccc2)NC(C)=O)nc2ccccc21 (stereo unspecified),i,i,i,-0.4,1.9,-2.4,i,2.1,i,-4.8,i
O=C(CSc1nc2ccccc2s1)Nc1cc(S(=O)(=O)N2CCOCC2)ccc1Cl,i,i,i,0.2,8.6,-5.6,i,-8.3,i,-27.7,i
N#CCC(=O)Nc1ccc(C(=O)OCC(=O)N2CCCC2=O)cc1,i,i,i,-0.5,x,-7.8,i,x,i,-3.0,i
O=[N+]([O-])c1ccc(N2CCN(S(=O)(=O)c3ccccc3)CC2)cc1N1CCc2ccccc2C1,i,i,i,-0.3,-0.6,-2.6,i,-25.5,i,10.0,i
CCN(CC(=O)Nc1c(F)cccc1F)C(=O)CCc1ccc(OC)cc1,i,i,i,-0.2,-0.5,-4.9,i,12.1,i,-7.6,i
CCOC(=O)CSc1nc2cc3c(cc2cc1C#N)OCCO3,i,i,i,2.1,4.2,2.7,i,-19.9,i,-31.7,i
CC(C)c1ccccc1NC(=S)NCc1ccncc1,i,i,i,-0.4,-7.9,1.3,i,-10.0,i,-19.6,i
COc1ccc(/C=C/C(=O)Nn2cnnc2)cc1,i,i,i,-0.2,2.1,-1.6,i,3.4,i,28.2,i
CCCc1cc(=O)oc2cc(C)cc(OCC(=O)NCCCN3CCOCC3)c12,i,i,i,0.1,5.4,2.7,i,3.3,i,-6.7,i
COc1ccc2c(c1)CCc1cnc(N)nc1-2,i,i,i,1.3,2.3,-3.9,i,-8.3,i,-13.1,i
Cc1cc(Cl)c2oc(C(=O)NCC(C)(C)N3CCOCC3)c(C)c2c1,i,i,i,0.6,4.7,6.3,i,-31.9,i,-6.5,i
O=C(NCc1cn2ccccc2n1)c1ccc2c(c1)OCO2,i,i,i,0.1,0.7,x,i,-36.8,i,-12.4,i
CCN(C(=O)C1=COCCO1)c1nc2c(C)cccc2s1,i,i,i,2.4,x,6.6,i,x,i,-83.9,i
CCNc1c2c3c(cccc3n(C)c1=O)C(=O)c1ccccc1-2,i,i,i,-0.5,-8.3,22.3,i,-19.9,i,23.8,i
CCOCc1nnc(NC(=O)c2c(OC)cccc2OC)s1,i,i,i,0.3,2.2,4.6,i,-13.6,i,5.9,i
Cc1ccc(C(=O)Nc2cccc(C(F)(F)F)c2)cc1NC(=O)c1cnnc2ccccc12,i,i,i,-0.2,x,-5.0,i,x,i,64.2*,i
COc1ccc(C(=O)Nc2ccnn2C2CCN(C(=O)c3cccnc3)CC2)cc1,i,i,i,-0.6,3.5,6.4,i,-5.5,i,-4.2,i
CCc1nn(CC(=O)NCCC2=CCCCC2)c(=O)c2cc3cc(F)ccc3n12,i,i,i,-1.0,0.1,-3.7,i,4.1,i,-2.8,i
CCN(CC(=O)Nc1ccccc1C(F)(F)F)C(=O)Cn1c(=O)cnc2ccccc21,i,i,i,-5.1,x,6.3,i,x,i,7.5,i
COC(=O)[C@H](CC(C)C)NC(=O)N1CCCCC1,i,i,i,-0.5,-7.4,-0.3,i,-8.5,i,4.5,i
COc1ccc(-n2c(Cc3cccs3)nnc2SCC(=O)Nc2ccc3c(c2)OCCO3)cc1,i,i,i,-0.7,-3.7,-1.0,i,4.0,i,10.1,i
CC(CC(=O)Nc1nncs1)c1ccccc1 (stereo unspecified),i,i,i,-0.1,0.7,-1.0,i,13.8,i,-0.5,i
Cc1ccc(NS(=O)(=O)c2cccc(C(=O)N3CCCCCCC3)c2)cc1,i,i,i,0.7,x,-0.1,i,x,i,22.2,i
O=C(O)c1ccc2cccnc2n1,i,i,i,-0.3,-12.4,2.2,i,-18.4,i,4.5,i
COc1ccc(O)c(/C=N/N2CCCCC2)c1,i,i,i,1.9,0.2,3.3,i,-169.8,i,-149.8,i
COc1ccccc1/C=C/CN1CCC(Oc2ccc(C(=O)N3CCCCC3)cc2)CC1,-5.76*,i,i,0.1,3.6,-2.1,i,-34.0,i,-1.1,i
COc1ccccc1Oc1ccc(N/C=C/C(=O)C(C)(C)C)cc1,i,i,i,0.2,-4.0,-1.0,i,-11.8,i,7.7,i
O=C(NC1CC2CCCC(C1)N2CC(=O)N1CCCc2ccccc21)C1CCCCC1 (stereo unspecified),i,i,i,-0.6,-0.1,-7.8,i,-13.6,i,8.0,i
Cc1cc(C(=O)CN(Cc2ccc(F)cc2)S(=O)(=O)c2ccc3c(c2)OCCO3)c(C)n1C,i,i,i,0.1,-4.8,-0.7,i,12.6,i,19.5,i
COc1ccc(NC(=O)Nc2c(C)n(C)n(-c3ccccc3)c2=O)cc1OC,i,i,i,-0.5,-5.4,-3.9,i,-20.7,i,8.8,i
CN(C(=O)C1CCCC1)C1CCS(=O)(=O)C1 (stereo unspecified),i,i,i,1.0,x,0.7,i,x,i,-7.4,i
COc1ccc(NC(=O)CN2CCN(CC(=O)Nc3ccccc3OC)CC2)c(OC)c1,i,i,i,-0.8,0.3,-11.2,i,-19.2,x,13.1,i
NC(=O)c1ccc(NC(=O)COC(=O)c2cc(S(=O)(=O)N3CCOCC3)ccc2N2CCCCC2)cc1,i,i,i,-0.8,1.3,-7.3,i,-20.9,i,-0.6,i
COc1cc(/C=C/C(=O)Nc2ccccc2C(F)(F)F)cc(OC)c1OC,i,i,i,0.3,9.6,-10.5,i,-6.4,i,7.8,i
COC(=O)c1ccc(N2CCN(S(=O)(=O)c3ccccc3)CC2)c([N+](=O)[O-])c1,i,i,i,-0.5,-0.3,-0.2,i,22.2,i,14.1,i
CCc1nnc(NC(=O)c2ccc(Cl)c(S(=O)(=O)N3CCc4ccccc43)c2)s1,i,i,i,0.1,3.0,37.7,i,-52.1,i,20.0,i
O=c1cc(CO)oc(C(Nc2ccccn2)c2ccc(F)cc2)c1O (stereo unspecified),i,i,i,-0.1,-1.0,-4.7,i,-6.2,i,3.7,i
Cc1onc(-c2ccccc2)c1C(=O)NC(=S)NNC(=O)c1ccco1,i,i,i,0.3,-5.4,77.7*,84*,-16.6,i,6.7,i
CCCC(c1nnnn1CCc1ccccc1)N1CCN(C(=O)c2ccco2)CC1 (stereo unspecified),i,i,i,-3.2,-2.4,-4.7,i,-9.0,i,-13.4,i
CCOc1ccc(NC(=S)NCc2nc3ccccc3[nH]2)cc1,i,i,i,1.6,3.8,-26.5,i,-24.9,i,-69.3,i
O=C(Nc1ccc(S(=O)(=O)C(F)F)cc1)c1cccc(S(=O)(=O)N2CCOCC2)c1,i,i,i,-0.3,0.2,1.1,i,-13.0,i,14.3,i
COc1ccc(C(=O)Nc2cccc3nc(C)ccc23)c(OC)c1,i,i,i,-1.4,-4.0,0.2,i,-7.4,i,-29.5,i
Fc1cccc(-c2csc(-c3ccno3)n2)c1,i,i,i,1.8,-1.9,-7.4,i,-38.7,i,-61.1,i
COc1cc(C)ccc1Oc1nc(-c2ccccc2O)nc2ccccc12,i,i,i,-0.1,-5.5,4.0,i,-32.0,i,27.8,i
CC(C)(C)NC(=O)COC(=O)c1ccc(NC(=O)CC#N)cc1,i,i,i,0.4,-1.3,-13.4,i,-25.0,i,12.2,i
C#CCNC(=O)C1CCN(c2cc(C)nc(-c3ccccc3)n2)CC1,i,i,i,-0.1,-4.1,-3.6,i,-15.8,i,6.4,i
COc1cccc(CN2CCNC(=O)C2CC(=O)NCc2cn3cccc(C)c3n2)c1OC (stereo unspecified),i,i,i,-0.1,-15.8,4.1,i,-9.5,i,1.6,i

# Later entries.
SMILES,TRPC6 inh,TRPC6 activator,TRPC4 block,HIF act,IEC-6 tox,SKKanGAS inh,TRPC4 act,KLF5 inhibitor,MrgX1 antagonist,aSyn UTR inh,TRPC4 PAM
Clc1ccc(COn2ccnc2)cc1Cl,i,i,i,2.8,1.8,7.9,i,-24.7,x,-104.0,i
NNC(=O)c1ccc(OCC2CC(c3ccc(Cl)cc3)=NO2)cc1 (stereo unspecified),i,i,i,0.8,-5.3,50.6*,i,2.4,i,-74.4,i
COc1ccc(S(=O)(=O)N2CCC(c3cc(-c4cccc5ccccc45)n[nH]3)CC2)cc1,i,i,i,11.2*,-6.1,27.6,i,-14.1,i,-20.8,i
O=C(C1CC1)N1CCN=C1SCc1ccc(F)cc1,i,i,i,-0.2,-4.6,1.3,i,-27.3,i,-12.5,i
COc1ccc(N(CC(=O)N2CCN(Cc3ccccc3)CC2)S(C)(=O)=O)cc1OC,i,i,i,-0.1,2.6,0.3,i,-23.1,i,4.4,i
O=C(NCCCN1CCOCC1)c1ccc2c(c1)N(Cc1ccccc1)C(=O)c1ccccc1S2,i,i,i,-0.3,-6.1,-0.2,i,-27.6,i,-12.7,i
COc1cc2c3c(c1)c(C1=NC(=S)NC1=O)c(O)n3C(C)(C)C=C2C,i,i,i,-0.6,-4.5,15.0,i,-37.3,i,11.5,i
C#CCNC(=O)C1=C[C@@H](c2ccc(C#C)cc2)C[C@@H](OCc2ccc(CO)cc2)O1,i,i,i,-0.6,x,3.6,i,x,i,-25.0,i
CCOC(=O)c1ccn(-c2nc(-c3ccco3)cc(C(F)(F)F)n2)n1,i,i,i,-0.4,-1.2,-2.0,i,6.0,i,22.3,i
Nc1nc2ncc(-c3ccsc3)c(N)n2n1,i,i,i,-0.1,-1.7,-0.3,i,-5.0,i,21.0,i
Cc1cc(C)c(-c2c(O)c3cccnc3n(C)c2=O)c(C)c1,i,i,i,-0.6,x,4.2,i,x,i,7.0,i

# Compound activity as filed in PubChem.
